# Screens deposited in PubChem BioAssay by Sanford-Burnham Center for Chemical Genomics.
# NOD1 inhibition: inhibition of NOD1-driven NF-kB reporter – cell-based, luminescence, uHTS, primary screen (AID 1578); inhibition, % at 4 µM, or EC50 in µM where a hit was titrated; NOD1-driven NF-kB luciferase reporter cells, luminescence; higher % means a stronger effect; 290,000 tested, 1% active; in the data active means inhibition mostly above about 36%, no sharp cut-off; inactive means mostly below about 34%;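 further: HEK-293T reporter cells stimulated with the NOD1 agonist gamma-tri-DAP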
# AID2073: disruptors of CaV2.2 binding to Mint1 – biochemical, HTRF (AID 2073); HTRF protein-protein interaction, Mint1-CaV2.2; higher % means a stronger effect; inhibition, % at 20 µM; hits with a dose series show IC50 in µM; 290,000 tested, 0.19% active; in the data active means inhibition mostly above about 51%, no sharp cut-off; further: some results filed as inactive read as strong as hits
# SIAH1 antagonists: blockers of Siah-1 interaction with plectin peptide – biochemical, fluorescence polarization, rhodamine-plectin, uHTS, primary screen (AID 1817) | Siah-1 / rhodamine-plectin peptide fluorescence polarization; higher % means a stronger effect | 290,000 tested, 0.02% active | one-dose displacement, % at 20 µM; IC50 in µM for titrated hits;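 active means displacement of at least 50% at 20 µM, with a fluorescence ratio check between 0.3 and a set limit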;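 further: plate controls were Siah plus tracer with DMSO for no effect and tracer alone without Siah for full effect; strong numbers were not always called active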
# GPR35 arrestin U2OS: inhibition of zaprinast-stimulated GPR35 beta-arrestin translocation – imaging, U2OS, beta-arrestin-GFP, zaprinast agonist, primary screen (AID 2058); 290,000 tested, 0.052% active; inhibition, % at 10 µM; hits with a dose series show IC50 in µM; U2OS GPR35 beta-arrestin-GFP translocation imaging, zaprinast antagonism; higher % means a stronger effect;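 active means inhibition of at least 50% with at least 30 cells and total cytoplasm GFP at most 10,000,000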
# KOR beta-arrestin-1: KOR agonists, beta-arrestin recruitment, primary screen, cell-based, luminescence, uHTS (AID 1777) | 280,000 tested, 0.02% active | one-dose activation, % at 10 µM; EC50 in µM for titrated hits | KOR beta-arrestin recruitment, luminescence; higher % means a stronger effect; in the data active means activation above about 50%, passing the limit was not always enough; further: a part of the inactive calls stands beside numbers as strong as those of hits
# GPR55 activation: selective activators of receptor GPR55 – imaging, U2OS cells, beta-arrestin-GFP redistribution, primary screen (AID 1961). one-dose activation, % at 10 µM; EC50 in µM for titrated hits. 290,000 tested, 0.048% active. U2OS GPR55 beta-arrestin-GFP redistribution imaging; higher % means a stronger effect;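 active means activation above 40% with more than 50 cells counted in the well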;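 further: U2OS osteosarcoma cells stably expressing GPR55 and beta-arrestin-GFP; plate controls were DMSO negative control for no effect and LPI positive control for full effect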
# KOR beta-arrestin-2: kappa opioid receptor blockers – cell-based, luminescence, uHTS (AID 1778) | one-dose inhibition, % at 10 µM; IC50 in µM for titrated hits | KOR beta-arrestin recruitment, luminescence, antagonist mode; higher % means a stronger effect | 290,000 tested, 0.091% active; in the data active means inhibition above about 50%; further: strong numbers were not always called active
# HIV peptide binding: cell-free HIV fusion peptide-binding blockers – biochemical, uHTS, fluorescence dequenching, primary screen (AID 1986); 290,000 tested, 0.3% active; inhibition, % at 20 µM, or IC50 in µM where a hit was titrated; cell-free peptide binding, fluorescence dequenching, 30 min; higher % means a stronger effect; in the data active means inhibition mostly above about 52%, no sharp cut-off; inactive means mostly below about 76%; further: some results filed as inactive read as strong as hits
# GPR55 antagonists: inhibition of LPI-stimulated GPR55 beta-arrestin translocation – imaging, U2OS, beta-arrestin-GFP, LPI agonist, primary screen (AID 2013); U2OS GPR55 beta-arrestin-GFP translocation imaging, LPI antagonism; higher % means a stronger effect; inhibition, % at 10 µM; hits with a dose series show IC50 in µM; 290,000 tested, 0.13% active;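 active means spots per cell inhibited over 60%, with over 100 cells counted and total cytoplasm intensity under 500,000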;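 further: U2OS cells stably carrying GPR55 and arrestin-GFP stimulated by 5 µM LPI near EC80; imaged beta-arrestin-GFP aggregate spots per cell after agonist stimulation; plate controls were LPI-stimulated DMSO wells for no effect and DMSO wells without LPI for full effect; some results filed as inactive read as strong as hits; confirmed hits need IC50 under 10 µM and bright autofluorescent wells are also inconclusive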
# The depositor's hits bear a star; . = not tested or not shown; [ ] = remark or other dose. These rows are one share of the data, so the mix of outcomes need not match the whole.
SMILES,NOD1 inhibition,AID2073,SIAH1 antagonists,GPR35 arrestin U2OS,KOR beta-arrestin-1,GPR55 activation,KOR beta-arrestin-2,HIV peptide binding,GPR55 antagonists
COCCN(C(=S)Nc1cc(C)cc(C)c1)C(C)c1cccs1 (configuration not stated),-20%,-18%,4%,-3%,-5.1%,-0.2%,-5%,-0.9%,12%
CCCCC(=O)NNC(=S)NC(=O)c1cccc([N+](=O)[O-])c1,8%,12%,2%,3%,2.5%,-0.1%,-36%,-2.2%,2%
CSc1cccc(NC(=S)N(CCCN2CCCC(C)C2)Cc2cccs2)c1 (configuration not stated),-6%,-22%,-1%,4%,0.4%,0.1%,16%,-0.9%,16%
CC(=O)c1c(C)oc2ccc(OCc3ccccc3)cc12,-13%,-2%,1%,5%,2.2%,-0.2%,-2%,0.2%,7%
O=C1c2ccccc2C(Nc2ccc(S(=O)(=O)N3CCCCCC3)cc2)N1Cc1ccco1 (configuration not stated),-6%,0%,2%,-4%,7.3%,-0.1%,16%,-0.9%,-6%
Cc1ccsc1/C=N/Nc1ccc(Cl)nn1,-9%,-46%,-4%,1%,-0.8%,-0.2%,-2%,-3.2%,-3%
O=C(CC1NCCNC1=O)NC1Cc2ccccc2C1 (configuration not stated),-2%,19%,-1%,6%,-1.0%,0.0%,24%,-0.8%,4%
CCC(C)N1CCN(C(=O)c2cc(OC)cc(OC)c2)CC1 (configuration not stated),-1%,-2%,2%,-1%,4.6%,-0.1%,-16%,0.4%,2%
CCCn1c(NCc2cccc(OC)c2O)nc2ccccc21,-46%,5%,10%,-12%,-7.1%,-0.1%,-3%,-2.0%,0%
O=C(Nc1ccc(Cl)cc1)N1CCCN(Cc2ccccc2F)C1,-11%,3%,2%,6%,-0.1%,-0.1%,1%,-0.9%,8%
O=C(COc1ccc(Cl)cc1Cl)NCc1ccco1,-33%,1%,3%,9%,-0.2%,-0.3%,5%,4.8%,3%
COc1ccc(NC(=O)C(Cc2ccccc2)n2cccc2)cc1 (configuration not stated),7%,-3%,-5%,-6%,0.4%,0.0%,27%,-1.3%,-17%
COc1cccc(/C=C/C(=O)OCC(=O)NCc2ccco2)c1OC,-32%,15%,3%,9%,-0.1%,-0.2%,-21%,0.1%,-2%
CC(=C1C(=O)c2ccccc2C1=O)N1CCC(C(N)=O)(N2CCCCC2)CC1,-14%,-1%,2%,-7%,-4.5%,-0.1%,-3%,3.8%,6%
CCCn1c(SCC(=O)Nc2ccccc2Cl)n[nH]c1=O,4%,7%,12%,-7%,-1.3%,-0.1%,34%,-2.2%,10%
NC(=O)[C@@H]1CCCN1Cc1nc(Cc2ccccc2F)no1,-14%,8%,4%,5%,-0.8%,0.7%,16%,1.5%,8%
COc1ccc(N2CCN(C(=O)CCS(=O)(=O)c3ccc4c(c3)NC(=O)CO4)CC2)cc1,-36%,1%,1%,-10%,-2.0%,0.2%,-37%,-0.4%,-1%
COc1ccccc1NCc1nnc(SCC(=O)N/N=C/c2ccco2)n1-c1ccc(Cl)cc1Cl,11%,-10%,3%,-12%,-0.8%,0.0%,-27%,0.8%,14%
COc1ccc(Br)cc1/C=N/NC(=O)CNC(=O)c1cccnc1,-11%,-8%,8%,2%,2.2%,0.6%,-8%,0.9%,-2%
CC(=O)CSc1nc(N)c(C#N)c(-c2cccs2)c1C#N,59%,6%,2%,-8%,0.8%,-0.1%,-23%,1.1%,7%
O=S(=O)(NCC1CCCO1)c1ccc2oc3ccc(S(=O)(=O)NCC4CCCO4)cc3c2c1 (configuration not stated),-23%,7%,2%,0%,3.4%,0.0%,-22%,1.6%,5%
Cc1nc2ccccc2cc1C(=O)N/N=C/c1cccs1,-12%,7%,2%,-1%,-0.3%,-0.2%,.,0.7%,2%
O=C(COc1cccnc1[N+](=O)[O-])Nc1ccccc1Sc1ccccc1,7%,-2%,-7%,-3%,7.8%,-0.4%,-38%,-3.1%,4%
CCOC(=O)c1ccc(N2C(=O)C(O)=C(C(C)=O)C2c2ccccn2)cc1 (configuration not stated),-12%,7%,4%,-7%,-4.4%,0.0%,26%,0.1%,32%
Cc1ccc2cc3cc(C(=O)NCCCN4CCCC4=O)oc3nc2c1,-32%,11%,6%,-14%,-2.7%,-0.2%,-11%,0.1%,15%
Cc1ccccc1Cn1nnc(-c2cccc(C(=O)O)c2)n1,16%,4%,-1%,-3%,-5.2%,-0.1%,36%,2.3%,6%
CCn1c(SCC(=O)NCc2ccccc2)nc2c(c1=O)SC(C)C2 (configuration not stated),-6%,20%,-3%,15%,-2.7%,0.3%,-15%,-1.7%,0%
CCOC(=O)N1CCC(N2CC34C=CC(O3)C(C(=O)O)C4C2=O)CC1 (configuration not stated),-1%,10%,5%,-18%,1.4%,-0.2%,-36%,0.6%,-4%
COc1ccc(N(CC(=O)Nc2ccc3c(c2)OCO3)S(=O)(=O)c2c(C)nn(C)c2C)cc1,-2%,-5%,0%,4%,-0.5%,-0.1%,-4%,-1.1%,-3%
CSc1nc(NCC(C)C)nc(N2CCOCC2)n1,-5%,22%,-2%,-11%,-2.5%,0.0%,16%,-1.7%,4%

# 3 compounds from above, arranged by the number in KOR beta-arrestin-2, low to high:
SMILES,NOD1 inhibition,AID2073,SIAH1 antagonists,GPR35 arrestin U2OS,KOR beta-arrestin-1,GPR55 activation,KOR beta-arrestin-2,HIV peptide binding,GPR55 antagonists
Cc1ccc2cc3cc(C(=O)NCCCN4CCCC4=O)oc3nc2c1,-32%,11%,6%,-14%,-2.7%,-0.2%,-11%,0.1%,15%
CSc1nc(NCC(C)C)nc(N2CCOCC2)n1,-5%,22%,-2%,-11%,-2.5%,0.0%,16%,-1.7%,4%
CCOC(=O)c1ccc(N2C(=O)C(O)=C(C(C)=O)C2c2ccccn2)cc1 (configuration not stated),-12%,7%,4%,-7%,-4.4%,0.0%,26%,0.1%,32%

# (continued)
SMILES,NOD1 inhibition,AID2073,SIAH1 antagonists,GPR35 arrestin U2OS,KOR beta-arrestin-1,GPR55 activation,KOR beta-arrestin-2,HIV peptide binding,GPR55 antagonists
Cc1oc2ccc(OCc3c(F)cccc3Cl)cc2c1C(=O)O,-9%,-3%,1%,-4%,-1.0%,0.5%,7%,4.1%,5%
CCc1ccc(OCc2nnc(SCc3ccc(C(=O)O)cc3)o2)cc1,-38%,-2%,-3%,3%,.,0.7%,-30%[20 µM],9.5%,1%
CN1/C(=C\C(=O)Nc2cccc(Cl)c2)C(C)(C)c2ccccc21,-5%,2%,-4%,-1%,-0.7%,-0.2%,-4%,2.6%,16%
C=CCN1CC(O)=C(c2ccccc2)C1=N,10%,-2%,-1%,-8%,1.3%,0.2%,-77%,-2.4%,-4%
Cc1ccc(C(C)n2cc(C(=O)NCc3ccncc3)nn2)cc1 (configuration not stated),-22%,0%,4%,5%,0.8%,-0.1%,-3%,-2.5%,21%
CC(C)CCC(CCN1CCCC1)c1ccc2c(c1)OCO2 (configuration not stated),4%,-12%,6%,0%,9.0%,-0.2%,-4%,0.0%,19%
COCc1nnc(NS(=O)(=O)c2ccc([N+](=O)[O-])cc2)s1,-14%,-9%,4%,0%,-0.3%,-0.1%,7%,0.6%,4%
Cc1cc(OCC(=O)NCCCN(C)C)cc(C)c1Br,-36%,9%,-1%,12%,-4.0%,-0.2%,-31%,6.0%,2%
O=C(O)C/C(=C\c1cc(Br)cs1)c1nc2ccccc2o1,-35%,7%,6%,-2%,-4.9%,.,6%,1.7%,0%
CCc1ccc(-c2cc(C)no2)cc1S(=O)(=O)N1CCN(c2ccccn2)CC1,5%,2%,2%,2%,6.0%,-0.2%,-13%,-1.4%,4%
COc1cc(CC(=O)NCC2CCCCC2)cc(OC)c1OC,-6%,30%,-3%,-6%,2.3%,-0.2%,8%,0.1%,-3%
O=C(Nc1ccc(C(=O)Nc2ccccc2Cl)cc1)c1cccnc1,-49%,1%,11%,-11%,-3.9%,-0.1%,14%,1.8%,5%
CCCCC1=CC2=C(c3ccco3)C(=O)C(C)(OC(=O)c3ccc(OC)cc3)C(=O)C2=CN1Cc1ccco1 (configuration not stated),0%,9%,9%,32%,0.9%,0.6%,43%,62%,-2%
Cn1ccnc1SCC(=O)c1cc2ccccc2o1,-29%,30%,3%,-1%,-5.7%,-0.2%,-9%,1.3%,-4%

# Already shown: an excerpt of the list.
SMILES,NOD1 inhibition,AID2073,SIAH1 antagonists,GPR35 arrestin U2OS,KOR beta-arrestin-1,GPR55 activation,KOR beta-arrestin-2,HIV peptide binding,GPR55 antagonists
C=CCN1CC(O)=C(c2ccccc2)C1=N,10%,-2%,-1%,-8%,1.3%,0.2%,-77%,-2.4%,-4%
Cc1ccc(C(C)n2cc(C(=O)NCc3ccncc3)nn2)cc1 (configuration not stated),-22%,0%,4%,5%,0.8%,-0.1%,-3%,-2.5%,21%
CC(C)CCC(CCN1CCCC1)c1ccc2c(c1)OCO2 (configuration not stated),4%,-12%,6%,0%,9.0%,-0.2%,-4%,0.0%,19%
COCc1nnc(NS(=O)(=O)c2ccc([N+](=O)[O-])cc2)s1,-14%,-9%,4%,0%,-0.3%,-0.1%,7%,0.6%,4%
Cc1cc(OCC(=O)NCCCN(C)C)cc(C)c1Br,-36%,9%,-1%,12%,-4.0%,-0.2%,-31%,6.0%,2%
O=C(O)C/C(=C\c1cc(Br)cs1)c1nc2ccccc2o1,-35%,7%,6%,-2%,-4.9%,.,6%,1.7%,0%
CCc1ccc(-c2cc(C)no2)cc1S(=O)(=O)N1CCN(c2ccccn2)CC1,5%,2%,2%,2%,6.0%,-0.2%,-13%,-1.4%,4%
COc1cc(CC(=O)NCC2CCCCC2)cc(OC)c1OC,-6%,30%,-3%,-6%,2.3%,-0.2%,8%,0.1%,-3%
O=C(Nc1ccc(C(=O)Nc2ccccc2Cl)cc1)c1cccnc1,-49%,1%,11%,-11%,-3.9%,-0.1%,14%,1.8%,5%
CCCCC1=CC2=C(c3ccco3)C(=O)C(C)(OC(=O)c3ccc(OC)cc3)C(=O)C2=CN1Cc1ccco1 (configuration not stated),0%,9%,9%,32%,0.9%,0.6%,43%,62%,-2%
Cn1ccnc1SCC(=O)c1cc2ccccc2o1,-29%,30%,3%,-1%,-5.7%,-0.2%,-9%,1.3%,-4%
